Assay outcomes from PubChem BioAssay.
BioA inh: inhibitors of Mycobacterium tuberculosis BioA enzyme. purified M. tuberculosis BioA enzyme, plate reader. inhibition, % at 9.99 µM. hit rate 0.096% among 360,000; in the data active means inhibition above about 40%; inconclusive means no clear call, values can overlap the other calls
BoNT F protease: blocks Botulinum neurotoxin F light chain protease; Multiplex microsphere protease cleavage assay, flow cytometry; inhibition, % at 10 µM; hit rate 0.22% among 360,000; in the data active means inhibition above about 35%, passing the limit was not always enough; inconclusive means no clear call, values can overlap the other calls; further: plate controls were buffer without enzyme for full effect and enzyme alone for no effect
Mtb FBA inh: inhibits M. tuberculosis FBA enzyme; P9WQA3; hit rate 2.3% among 360,000; inhibition, % at 1 µM; purified M. tuberculosis FBA, fluorescence read-out; in the data active means inhibition above about 27%;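 further: 0% = vehicle and 100% = reference inhibitor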
Mtb UGM inh: blocks M. tuberculosis UGM enzyme | AID 504406 | inhibition, % at 10 µM | hit rate 0.06% among 320,000 | P9WIQ1 | purified UGM, fluorescence polarization probe displacement; in the data active means inhibition above about 10%, passing the limit was not always enough; inconclusive means no clear call, values can overlap the other calls
GDH-TPI inh: inhibits GDH-TPI coupling enzymes, artifact for Mtb FBA screen; inhibition, % at 4.8 µM; GDH-TPI coupled enzyme counterscreen, NADH absorbance; hit rate 1.2% among 360,000; in the data active means inhibition above about 30%;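 further: 0% = DMSO wells and 100% = wells lacking the enzyme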
BoNT-A LC inh2: blocks Botulinum neurotoxin A light chain protease; multiplex microsphere protease substrate cleavage, flow cytometry; inhibition, % at 10 µM; hit rate 0.17% among 360,000; AID 588499; further: plate controls were buffer without enzyme for full effect and enzyme alone for no effect
Anthrax LF inh2: anthrax lethal factor protease inhibition; P15917; multiplex microsphere protease cleavage assay, LF; inhibition, % at 10 µM; hit rate 0.12% among 360,000; AID 588501; further: plate controls were buffer without enzyme for full effect and enzyme alone for no effect
Target sequence (P15917 whole entry, looked up): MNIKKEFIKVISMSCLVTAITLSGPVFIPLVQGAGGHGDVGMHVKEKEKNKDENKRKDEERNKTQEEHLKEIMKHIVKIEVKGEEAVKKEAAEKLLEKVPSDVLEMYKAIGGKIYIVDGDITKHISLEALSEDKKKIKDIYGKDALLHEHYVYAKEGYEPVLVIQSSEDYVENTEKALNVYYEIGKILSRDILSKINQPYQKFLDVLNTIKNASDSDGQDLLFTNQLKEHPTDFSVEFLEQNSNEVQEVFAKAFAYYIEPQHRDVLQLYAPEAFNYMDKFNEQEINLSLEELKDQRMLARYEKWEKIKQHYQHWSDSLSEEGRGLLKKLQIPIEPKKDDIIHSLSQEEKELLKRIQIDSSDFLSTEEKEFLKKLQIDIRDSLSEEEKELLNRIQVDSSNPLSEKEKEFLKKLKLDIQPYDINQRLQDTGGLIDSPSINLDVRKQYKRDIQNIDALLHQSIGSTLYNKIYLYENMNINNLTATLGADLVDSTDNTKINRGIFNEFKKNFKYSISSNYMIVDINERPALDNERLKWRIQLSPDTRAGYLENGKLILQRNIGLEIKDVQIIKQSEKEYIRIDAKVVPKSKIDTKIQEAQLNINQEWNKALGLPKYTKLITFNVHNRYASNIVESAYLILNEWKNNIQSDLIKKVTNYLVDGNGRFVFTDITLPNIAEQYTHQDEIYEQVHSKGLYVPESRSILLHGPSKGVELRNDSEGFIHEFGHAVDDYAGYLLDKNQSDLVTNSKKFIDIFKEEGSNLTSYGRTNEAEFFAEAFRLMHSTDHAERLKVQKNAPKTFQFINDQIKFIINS
PfHsp40 rescue: restores yeast growth despite PfHsp40 toxicity. S. cerevisiae expressing PfHsp40, growth rescue, ATP luminescence. growth rescue, % at 12.5 µM. hit rate 0.68% among 340,000. AID 504582; in the data active means growth rescue above about 28%, passing the limit was not always enough; inconclusive means no clear call, values can overlap the other calls;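 further: yeast W303a lacking pdr1 and pdr3 grown in galactose medium; growth measured after three days at 30 °C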
FadD28 FP inh: inhibitors of Mycobacterium tuberculosis FadD28 bisubstrate binding | FadD28 bisubstrate probe binding, fluorescence polarization | inhibition, % at 12.5 µM | hit rate 0.22% among 360,000; in the data active means inhibition above about 8.5%, passing the limit was not always enough; inconclusive means no clear call, values can overlap the other calls
* hit, by the source's call; u = inconclusive; x = not tested or not shown. Unless noted, no stated cut-off is given here; in the data, active means inhibition above about 30%; inconclusive means no clear call, values can overlap the other calls; inactive means below that. Compounds as they come; overall some 4.7% were active at least once.

SMILES,BioA inh,BoNT F protease,Mtb FBA inh,Mtb UGM inh,GDH-TPI inh,BoNT-A LC inh2,Anthrax LF inh2,PfHsp40 rescue,FadD28 FP inh
O=C(NCC1CCCO1)c1cc2ccccc2cc1O (stereo unspecified),-0.5,-1,5,5.8,1,2.2,-1,0.5,-0.7
O=C(NC1CCCCC1)C1CCN(c2cnccn2)CC1,-0.2,-11,0,0.0,10,u,-10,-1.4,0.2
CCN(CC)C(=O)c1ccccc1NC(=O)c1cccc(S(=O)(=O)N(CC)CC)c1,x,1,-2,1.9,6,-0.3,1,-1.2,-3.1
CN(CCCNC(=O)C1CCC(=O)N1Cc1ccccc1Cl)c1ccccc1 (stereo unspecified),0.6,1,2,-2.7,11,0.8,-1,-0.1,-1.2
Cc1nc(SCC(=O)NCC2CCCO2)c2c(C)c(C)sc2n1 (stereo unspecified),3.3,0,-2,-1.2,-10,-3.6,0,0.2,x
O=C(CC(c1ccccc1)c1ccccc1)Nc1ccc(C(=O)O)cc1,0.7,-6,1,-0.5,-6,-2.3,-3,-2.0,-3.4
CCOc1ccc(N(CC(=O)NC2CCC(C)CC2)S(=O)(=O)c2c(C)noc2C)cc1 (stereo unspecified),-1.2,-4,6,0.9,8,0.9,-2,0.0,-0.9
CCOc1ccc(NS(=O)(=O)c2cc(NC(=O)CCC(=O)c3cccs3)ccc2Cl)cc1,x,0,0,-0.7,2,-0.2,-1,0.1,0.3
Cc1ccc(-c2cc3c(nn2)-c2ccccc2C3=O)cc1,-1.0,4,-1,1.5,22,0.1,-3,-0.1,-2.8
COCCNC(=S)N(CCc1c(C)[nH]c2ccccc12)Cc1ccco1,x,-3,8,-0.2,-5,-0.7,-5,-0.4,0.1
COc1ccc(O)c(-c2cc(-c3ccc(F)cc3)n[nH]2)c1,0.6,u,-1,-0.7,-2,-4.7,-6,2.3,-2.5
O=C(NNC1=Nc2cccc3cccc1c23)c1ccccc1Br,x,-3,-1,x,7,0.8,2,1.0,2.2
COCCNC(=S)c1ccc(OC)cc1,-1.6,-7,2,-0.1,6,0.1,-2,-0.5,0.0
CCOC(=O)c1c(N/N=C/c2ccncc2)n[nH]c1C,x,0,-2,-3.3,26,-0.6,-2,-1.5,-1.3
COc1cccc(CN(CC(=O)NCc2ccc(F)cc2)C(=O)c2ccco2)c1,1.4,-2,0,0.9,4,-1.6,-2,0.3,-0.1
CCCCOc1ccccc1C1NC(=O)NC(C)=C1C(=O)OCCOCC (stereo unspecified),-1.3,-12,-2,-0.7,0,0.0,-2,1.9,-3.6
COc1ccc(NC(=O)N2CCCC2C(=O)Nc2ccc(C)c(Cl)c2)cc1 (stereo unspecified),0.1,-1,6,-2.6,2,0.3,-20,-0.2,-1.8
COCCCNS(=O)(=O)c1ccc2c(c1)CCN2C(C)=O,-0.5,-28,3,0.1,4,-0.5,-2,0.2,-1.2
O=C(Nc1nc2ccccc2[nH]1)c1ccc(F)cc1,x,3,0,0.1,18,0.7,0,0.8,-0.3
CS(=O)(=O)Nc1ccccc1C(=O)OCC(=O)NC1CC1,-1.2,-16,-1,-1.4,4,-2.0,1,-0.8,-2.2
CCOC(=O)C1(Cc2ccccc2)CCCN(C2CCN(C(C)=O)CC2)C1 (stereo unspecified),-2.8,10,0,1.4,-2,3.3,4,0.9,-1.4
Cc1oc(-c2ccc(Cl)cc2)nc1CS(=O)CC(=O)NCCCN1CCOCC1 (stereo unspecified),0.7,3,2,-0.6,1,0.0,-1,0.2,0.0
CCC(=C(c1ccc(OC)cc1)c1ccc(OC)cc1)c1cn(CC(O)CN(CCO)CCO)c2ccccc12 (stereo unspecified),x,-6,-4,-1.3,-3,-0.1,-3,0.8,1.7
Cn1cc(S(=O)(=O)Nc2ccc(Br)cc2F)c(=O)n(C)c1=O,-2.1,-6,2,-2.5,4,-0.8,-10,-0.9,0.1

Five compounds drawn at random from those above:
SMILES,BioA inh,BoNT F protease,Mtb FBA inh,Mtb UGM inh,GDH-TPI inh,BoNT-A LC inh2,Anthrax LF inh2,PfHsp40 rescue,FadD28 FP inh
Cc1oc(-c2ccc(Cl)cc2)nc1CS(=O)CC(=O)NCCCN1CCOCC1 (stereo unspecified),0.7,3,2,-0.6,1,0.0,-1,0.2,0.0
CS(=O)(=O)Nc1ccccc1C(=O)OCC(=O)NC1CC1,-1.2,-16,-1,-1.4,4,-2.0,1,-0.8,-2.2
CCOC(=O)C1(Cc2ccccc2)CCCN(C2CCN(C(C)=O)CC2)C1 (stereo unspecified),-2.8,10,0,1.4,-2,3.3,4,0.9,-1.4
O=C(Nc1nc2ccccc2[nH]1)c1ccc(F)cc1,x,3,0,0.1,18,0.7,0,0.8,-0.3
COCCCNS(=O)(=O)c1ccc2c(c1)CCN2C(C)=O,-0.5,-28,3,0.1,4,-0.5,-2,0.2,-1.2

(next part)
Molecule | BioA inh | BoNT F protease | Mtb FBA inh | Mtb UGM inh | GDH-TPI inh | BoNT-A LC inh2 | Anthrax LF inh2 | PfHsp40 rescue | FadD28 FP inh
Cc1ccccc1/C=C/C12NC(=O)CN1c1ccccc1C2(C)C (stereo unspecified) | 0.3 | u | 1 | -0.1 | -15 | 0.3 | 9 | 0.8 | -4.1
O=C(Cn1cnc2ccccc2c1=O)c1cccs1 | 0.2 | -3 | 1 | 2.6 | -14 | -0.1 | -6 | 41* | -4.1
CCOc1ccc(N2C(=O)NC(=O)/C(=C/c3cnc(SC)nc3)C2=O)cc1 | x | -2 | 4 | 3.9 | 0 | -0.4 | -3 | 0.1 | -0.1
CCc1ccc(-c2cn3nc(-c4ccccc4)cnc3n2)cc1 | x | 9 | 2 | -3.2 | -2 | 11 | 10 | -1.1 | -1.9
CN(C)C(=O)Nc1ccccc1 | -1.5 | u | 0 | -1.9 | 12 | -2.8 | 2 | -0.8 | -0.7
N#CC(C#N)=c1ccc2c(c1)N1C3=C(CCCC3)CC3CCCCC31N=2 (stereo unspecified) | 1.2 | -29 | -2 | 3.1 | -8 | 5.2 | -4 | 0.7 | -2.6
CC(NC(=O)C1CCN(S(=O)(=O)c2ccccc2)CC1)c1ccccc1 (stereo unspecified) | 0.3 | -1 | -1 | -0.9 | -10 | 0.1 | -4 | -0.5 | -2.8
COc1ccc(-c2nc(N)n(C(=O)Cc3ccccc3)n2)cc1 | 1.3 | -14 | 7 | -1.3 | 7 | 0.4 | 0 | -2.0 | 0.8
COc1ccccc1-c1cc(C(=O)Nc2ccc(F)cc2F)no1 | -3.1 | 5 | 0 | -1.2 | 4 | 4.9 | -6 | 0.3 | -0.3
COc1ccc(CNC(=O)C(NS(=O)(=O)c2ccc3c(c2)CCCN3C(C)=O)C(C)C)cc1 (stereo unspecified) | 0.8 | u | 1 | 2.2 | 5 | u | -3 | 0.2 | -1.2
COc1cccc(CNn2cnnc2)c1O | x | -1 | 1 | 1.7 | -1 | -0.9 | -7 | -1.2 | -0.4
O=C(OCN1C(=O)c2ccccc2C1=O)/C(=C\c1ccco1)NC(=O)c1ccccc1 | -1.3 | 3 | 4 | 3.3 | 7 | 1.8 | 5 | -0.3 | -0.8
CN1CCN(CC(=O)Nc2ccccc2Sc2ccccc2)CC1 | x | 3 | -3 | -0.2 | -3 | -0.8 | 7 | x | -1.1
O=C(c1ccc2ccccc2c1)c1cccc(F)c1C(=O)O | -1.2 | 2 | 0 | x | 11 | 0.1 | -1 | x | 1.7
CCN(C(=O)COC(=O)CNC(=O)C1CCCCC1)c1ccccc1 | -0.1 | x | 0 | x | -1 | x | x | -0.6 | -1.7
COCCNC(=O)c1onc(CSc2ccc(C)c(C)c2)c1C(=O)O | -1.9 | 4 | 7 | 2.5 | 9 | 0.3 | 2 | -0.4 | -0.2
COc1ccc(Cl)c2c1[nH]c1nc(SCc3cccnc3)nnc12 | x | -4 | 1 | -0.2 | 2 | 1.2 | -3 | 1.5 | -0.4
O=C(CSc1cccs1)Nc1cccc2ccccc12 | 0.1 | 0 | -1 | x | 2 | -0.6 | 0 | -0.2 | -5.3
CC(=O)c1sc2c(c1N)c(=O)[nH]c(=O)n2-c1ccccc1 | -1.9 | -8 | 1 | -0.6 | 23 | -1.6 | -15 | -1.1 | -1.2
CCNC(=O)C1(C)CCN1C(=O)CCc1cccc(Cl)c1 (stereo unspecified) | 0.3 | 0 | -2 | x | 9 | -0.4 | -5 | x | -3.2
O=C(Cc1ccc(Cl)cc1)NNS(=O)(=O)c1ccc([N+](=O)[O-])cc1 | -3.8 | -3 | 1 | 1.9 | 14 | 0.0 | 1 | -0.4 | -0.5
Cc1cc2nc(/C=C/c3nc4cc(C)c(C)cc4[nH]3)[nH]c2cc1C | -1.2 | -2 | 37* | -0.5 | 8 | 0.7 | -1 | 1.4 | -1.9
COc1cccc(CC(=O)Nc2cc(S(=O)(=O)N3CCOCC3)ccc2OC)c1 | -0.8 | -5 | 0 | x | -1 | -3.6 | -3 | -0.7 | -2.4
CON(C)c1nc(C2CCCCC2)c2cc(C)ccc2n1 | 1.0 | 0 | -1 | 0.0 | 2 | 0.4 | 2 | 0.1 | -3.7
CCCCN(C)CCC(=O)Nc1ccc(F)c(F)c1 | x | -4 | 1 | 0.3 | -2 | 0.0 | -1 | 0.6 | -2.7
O=[N+]([O-])c1ccc(-c2csc(N/N=C/c3cccnc3)n2)cc1 | x | 1 | 4 | 3.6 | 6 | -0.2 | -1 | -0.2 | -2.3
COCCn1ccc2c(OCC(=O)Nc3cc(OC)ccc3OC)cccc2c1=O | x | 11 | 2 | -3.4 | 4 | 5.6 | 2 | 0.9 | -1.2
CC1(NC(=O)Cc2c(Cl)cccc2Cl)CCS(=O)(=O)C1 (stereo unspecified) | -0.2 | -4 | -2 | 0.5 | 0 | 0.5 | 2 | -1.2 | -3.4
CCOc1cc(-c2nnc(NC(=O)c3ccco3)o2)cc(OCC)c1OCC | 0.3 | x | -2 | 1.0 | 20 | x | x | -1.5 | -1.9
CCOC(=O)CCC(=O)OCC(=O)NC(C)C1CC2CCC1C2 (stereo unspecified) | 0.0 | -5 | 3 | -2.5 | -3 | 0.3 | 3 | -0.1 | 0.5
Cc1cccc(CN2CCCC(C(=O)Nc3ccc(-c4cscn4)cc3)C2)c1 (stereo unspecified) | -1.5 | -3 | 1 | -4.7 | 2 | -2.0 | -2 | 3.6 | -2.5
CC(C)Cn1c(=O)c2c(nc3n2CCCN3CCc2ccccc2)n(C)c1=O | 6.3 | -22 | -6 | 1.1 | 10 | -0.6 | 0 | -2.1 | -1.9
CCOC(=O)c1sc(NC(=S)NC(=O)CC(C)C)cc1C | 1.5 | -17 | 0 | -0.3 | 3 | 0.2 | -3 | 0.9 | -3.5
Cc1cc(C)n(CC(O)Cn2c3ccccc3c3ccccc32)c(=O)n1 (stereo unspecified) | 4.7 | 3 | -1 | 1.9 | 1 | 1.3 | -2 | 0.4 | -1.2
CC1=C(C(=O)Nc2ccccc2C(=O)N2CCCCC2)SCCO1 | -5.2 | 4 | -6 | -2.9 | 0 | 1.5 | -1 | -0.3 | -1.9
COc1ccc(NC(=O)N2CCCCC2)cc1 | 0.2 | -4 | 0 | -1.1 | 14 | -0.4 | -3 | -0.8 | -3.0
N=C1S/C(=C\c2ccccc2)C(=O)N1c1ccc(F)cc1 | x | -2 | -2 | 0.2 | 3 | 0.0 | -1 | -0.2 | -1.4
O=C(CN1CCN(c2ncccn2)CC1)Nc1ccccc1C(F)(F)F | x | -4 | 4 | -0.8 | 1 | 0.2 | 0 | 0.2 | -0.9
COCCCNc1ccn2nc(-c3cc(OC)c(OC)c(OC)c3)cc2n1 | 2.6 | 1 | 22 | x | 7 | -0.4 | 3 | x | -2.7
O=C(NCc1ccco1)c1ccc(OC2CCN(Cc3ccccn3)CC2)cc1 | 0.5 | -1 | -1 | x | -3 | -0.2 | -10 | x | 1.1
O=C(c1ccc(C(F)(F)F)cc1)C1CCCN(C(=O)c2cnccn2)C1 (stereo unspecified) | -0.5 | -1 | 5 | 1.5 | 6 | -1.4 | -7 | -0.4 | -1.9
